Bioassay records deposited in PubChem by National Center for Advancing Translational Sciences (NCATS).
IL-1B inflam inh: blocks inflammasome-driven IL-1 beta release | THP-1 LPS/ATP IL-1B secretion, AlphaLISA, 16 h; hits give low values | activity change, % at 57.5 µM | hit rate 4.7% among 360,000; in the data active = activity change below about -50%; inconclusive = mostly about -30% to -49%; note: % is set by controls: 0 for no effect and ±100 for the full control effect
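Secreted IL-1B measured by AlphaLISA bead assay after 16 h compound exposure of THP-1 cells; compounds (final up to 57.5 uM) added 1 h before LPS (250 ng/mL) and ATP (1.25 mM) stimulation; lower signal means less secretion.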
SW480 rereplic: inducers of DNA re-replication in SW480 colon cancer cells; Potency, µM (highest dose often 46.1 µM), for inactives: top-dose re-replication activation, hits mostly activators; hit rate 1.8% among 340,000; SW480 DNA re-replication, Hoechst DNA content imaging, 48 h; note: potency is the fitted concentration of half-maximal effect; % of control where 0% means no effect; nearly all actives have a fitted effect of over 55% in size
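Treated cells incubate 48 hr (37 C, 5% CO2), are stained 40 min with Hoechst, and nuclear fluorescence is enumerated; a rise in nuclei with high DNA signal marks re-replication.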
S2 tox: cell viability loss in ATXN counter-screen; S2 cells (HEK-293 line with an ATXN2-luciferase reporter) viability, CellTiter-Fluor protease fluorescence, 24 h; Potency, µM (doses to about 56.7 µM), usual class: cytotoxic; hit rate 0.49% among 400,000; AID 651635; note: potency is the fitted concentration of half-maximal effect; nearly all actives have a fitted effect of over 40% in size
MCF10A rereplic: DNA re-replication induction in MCF 10a cells; MCF 10A DNA re-replication, Hoechst nuclear intensity, 48 h; Potency, µM (highest dose often 46.1 µM), for the others: at the highest dose activity, positive = re-replication, most hits filed as activators; hit rate 2.9% among 350,000; AID 624296; note: potency is the fitted concentration of half-maximal effect; % of control where 0% means no effect; nearly all actives have a fitted effect of over 50% in size
KB-3-1 tox: kills parental KB-3-1 adenocarcinoma cells | AID 1347075 | Potency, µM (highest dose often 46.1 µM), without a hit: top-dose activity change, negative = cytotoxic, most hits filed as cytotoxic | hit rate 1.4% among 400,000 | KB-3-1 viability, CellTiter-Glo ATP luminescence, 72 h; note: potency is the fitted concentration of half-maximal effect; % is set by controls: 0 for no effect and ±100 for the full control effect; nearly all actives have a fitted effect of over 60% in size
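72 h, 37 °C compound treatment of KB-3-1 parental cells; CellTiter-Glo added, 10 min, luminescence read. Data corrected against DMSO-only plates and normalized before curve fitting.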
HT1080 IDH1KD tx: kills HT-1080 cells with IDH1 knockdown. Potency, µM (top dose mostly 46.1 µM), without a hit: at the top dose activity, negative = toxicity, usual class: cytotoxic. hit rate 2% among 360,000. HT-1080 IDH1 knockdown viability, ATP luminescence, 48 h;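 note: potency is the fitted concentration of half-maximal effect; 0% = DMSO wells and -100% = cell-free medium wells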
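Cytotoxicity counter-line: IDH1KD HT-1080, 48 h, CellTiter-Glo. Curves classed by r2, magnitude and activity.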
HepG2 viability: HepG2 cytotoxicity, counter-screen for TGF-b inhibitors. HepG2 CAGA-GFP viability, ATP luminescence, 18 h. Potency, µM (top dose mostly 46.1 µM), inactives show at the highest dose activity change, negative = cytotoxicity, usual class: cytotoxic. hit rate 0.76% among 410,000; note: potency is the fitted concentration of half-maximal effect; some results filed as inactive show a strong effect at the top dose
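HepG2 CAGA-GFP cells (1000/well, DMEM with 1% FBS) received compound, then TGF-beta at 500 pg/mL final, and were incubated 18 hours at 37 degrees C. Viability was read by CellTiter-Glo luminescence. Media-only wells were set as complete cell-killing and DMSO as no toxicity.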
HT1080NT lethal: kills 2HG-producing HT-1080-NT fibrosarcoma cells; HT-1080-NT fibrosarcoma viability, CellTiter-Glo ATP luminescence, 48 h; Potency, µM (series often up to 46.1 µM), without a hit: top-dose activity, negative = less viability, usual class: cytotoxic; hit rate 1.6% among 360,000; AID 686970;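 note: NT is the 2HG producing partner of a matched IDH1 knockdown line; potency is the fitted concentration of half-maximal effect; 0% = DMSO-treated cells and -100% = media-only wells without cells; nearly all actives have a fitted effect of over 55% in size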
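Read-out is CellTiter-Glo luminescence after 10 minutes at room temperature, following 48 hours' compound treatment of HT-1080-NT cells (750 cells/well, RPMI, 5% FBS, 37 degrees C).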
ATXN2 expr inh: inhibitors of ATXN2 expression. HEK-293 ATXN2-luciferase reporter, luminescence, 24 h. Potency, µM (series often up to 57 µM), for inactives: top-dose activity change, negative = inhibition, most hits filed as inhibitors. hit rate 0.72% among 360,000. AID 1745845; note: potency is the fitted concentration of half-maximal effect; % is set by controls: 0 for no effect and ±100 for the full control effect; nearly all actives have a fitted effect of over 55% in size
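ATXN2-luciferase reporter cells (luciferase flanked by upstream and downstream ATXN2 gene portions) were treated 24 h at 37 °C with compounds at up to 57 uM. SteadyGlo luminescence gave expression; GF-AFC fluorescence gave viability.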
* marks the source's active call; other numbers are inactive results; i = inactive; u = inconclusive; x = no result given; [ ] = dose if it differs, or a comment. Unless noted, calls come from the whole dose curve; as a rule, active = well fitted curve in the direction sought with a large enough effect; inconclusive = small, poorly fitted or top-dose-only effect, or another doubt; inactive = no such curve, though single readings can be large; an effect the other way counts as inactive or inconclusive.

SMILES	IL-1B inflam inh	SW480 rereplic	S2 tox	MCF10A rereplic	KB-3-1 tox	HT1080 IDH1KD tx	HepG2 viability	HT1080NT lethal	ATXN2 expr inh
COc1cc(OC)c(NS(=O)(=O)c2ccc(Cl)c(C(=O)OC(C)C(=O)N3CCCC3)c2)cc1Cl (configuration not stated)	-1.9	-4.3%	i	u	16.4µM*	u	-2.3%	-2.7%	-14.2%
Cn1c(CNC(=O)c2ccccc2)nnc1SCC(=O)Nc1nccs1	33.0	u	i	u	22.3%	8.4%	0.1%	7.1%	11.1%
Cc1nnc(NC(=O)CSC2CCCCC2)s1	2.6	-10.2%	u	1.9%	5.8%	16.8%	-2.9%	13.8%	1.8%
Cc1n[nH]c(=S)n1Cc1ccccc1	-13.0	-3.2%	i	0.2%	6.2%	2.4%	2.8%	4.5%	-2.3%
CCOC(=O)N1CCN(C(=O)/C(=C/c2ccccc2OC)NC(=O)c2ccccc2)CC1	24.2	-3.4%	i	1.6%	-6.6%	9.0%	-17.4%	0.4%	0.1%
C/C(=N\NC(=O)C(O)c1ccccc1)c1ccc(Cl)cc1 (configuration not stated)	-22.9	-3.3%	i	-10.6%	-0.1%	-5.9%	0.6%	3.9%	1.6%
CCC(=O)N1CCc2nc(-c3ccccc3)sc2C1	u	-5.3%	i	u	18.9%	13.3%	0.2%	21.1%	23.1%
CC(Sc1nnc(C2CC2)n1C1CC1)C(=O)c1ccc(Br)cc1 (configuration not stated)	-16.5	12.8%	i	13.2%	0.1%	-4.3%	-35.9%	-3.3%	-24.3%
CCOC(=O)C1CCCN(C(=O)Nc2ccccc2)C1 (configuration not stated)	6.0	-12.1%	i	-7.0%	-3.3%	3.1%	-19.3%	13.5%	-2.3%
O=C(O)c1ccc(Nc2nc3ccc(Cl)cc3[nH]2)cc1	13.9	-10.2%	i	3.8%	-6.1%	-0.2%	-0.2%	-14.2%	1.2%
COc1ccccc1NS(=O)(=O)c1ccc2c(c1)NC(=O)C(C)S2 (configuration not stated)	35.5	u	i	u	-20.5%	-16.2%	-19.2%	-18.8%	-5.2%
CC1CN=C(N(C(=O)Nc2ccccc2)c2ccc(F)cc2)S1 (configuration not stated)	3.4	2.1%	i	1.5%	-0.5%	7.3%	1.1%	5.6%	34.0%[activator]
O=C(N/N=C/C=C/c1cccc([N+](=O)[O-])c1)c1ccncc1	5.1	7.5%	u	0.9%	10.0%	1.0%	5.2%	-7.2%	-2.8%
CC(O)[C@H]1CNC(=S)N1CCc1cccc(F)c1 (some centres not stated)	11.3	-0.3%	i	2.3%	18.2%	4.7%	-1.1%	7.7%	6.7%
COc1cc(C)ccc1OCc1cc(C(=O)NC(C)Cn2cncn2)no1 (configuration not stated)	2.3	-5.0%	i	0.7%	9.4%	18.5%	-10.6%	11.3%	65.8%[activator]
Cn1cccc1/C=N\NC(=O)c1cncc(Br)c1	x	u	i	u	15.4%	2.0%	2.3%	7.2%	7.2%
Cc1cn(C2CCC(CO)O2)c(=O)[nH]c1=O (configuration not stated)	14.0	10.7%	i	-5.1%	-5.6%	-4.2%	3.4%	-3.8%	3.0%
CC(CCN(C)C)OC(=O)c1ccc(C(C)c2ccccc2)o1 (configuration not stated)	4.9	-0.6%	i	-6.1%	0.6%	-2.5%	-18.6%	-0.5%	4.5%
CCN(C(=O)C1CC1)C1CCS(=O)(=O)C1 (configuration not stated)	-6.5	u	i	-5.7%	-2.0%	-2.3%	-2.3%	2.3%	-2.5%
CCCCCc1c(C)[nH]c2nc3ccccc3n2c1=O	22.2	-5.4%	i	14.7%	18.1%	7.1%	6.3%	14.8%	32.4%[activator]
Cc1ccc2oc(=O)c3cc(C(=O)Nc4ccccc4C(N)=O)sc3c2c1	x	x	i	x	13.4%	x	-11.1%	x	-2.0%
Cc1ccc2nc3c(cc(C(=O)NCC4CCCO4)c(=N)n3CC3CCCO3)c(=O)n2c1 (configuration not stated)	9.3	u	x	2.91µM*	9.0%	-11.7%	-5.3%	1.2%	-15.2%
COc1cccc(/C=N/NC(=O)c2ccoc2C)c1O	262.9	u	u	u	u	9.2µM*	-57.2%	u	u
O=C(O)c1cccc(NC2=C(N3CCOCC3)C(=O)c3ccccc3C2=O)c1	-7.8	u	i	12.4%	4.6%	6.3%	9.8%	4.6%	4.8%

Part of the list above in a different format.
CC(O)[C@H]1CNC(=S)N1CCc1cccc(F)c1 (some centres not stated)
- IL-1B inflam inh: 11.3
- SW480 rereplic: -0.3%
- S2 tox: i
- MCF10A rereplic: 2.3%
- KB-3-1 tox: 18.2%
- HT1080 IDH1KD tx: 4.7%
- HepG2 viability: -1.1%
- HT1080NT lethal: 7.7%
- ATXN2 expr inh: 6.7%

CCCCCc1c(C)[nH]c2nc3ccccc3n2c1=O
- IL-1B inflam inh: 22.2
- SW480 rereplic: -5.4%
- S2 tox: i
- MCF10A rereplic: 14.7%
- KB-3-1 tox: 18.1%
- HT1080 IDH1KD tx: 7.1%
- HepG2 viability: 6.3%
- HT1080NT lethal: 14.8%
- ATXN2 expr inh: 32.4%[activator]

O=C(O)c1cccc(NC2=C(N3CCOCC3)C(=O)c3ccccc3C2=O)c1
- IL-1B inflam inh: -7.8
- SW480 rereplic: u
- S2 tox: i
- MCF10A rereplic: 12.4%
- KB-3-1 tox: 4.6%
- HT1080 IDH1KD tx: 6.3%
- HepG2 viability: 9.8%
- HT1080NT lethal: 4.6%
- ATXN2 expr inh: 4.8%

Cc1cn(C2CCC(CO)O2)c(=O)[nH]c1=O (configuration not stated)
- IL-1B inflam inh: 14.0
- SW480 rereplic: 10.7%
- S2 tox: i
- MCF10A rereplic: -5.1%
- KB-3-1 tox: -5.6%
- HT1080 IDH1KD tx: -4.2%
- HepG2 viability: 3.4%
- HT1080NT lethal: -3.8%
- ATXN2 expr inh: 3.0%

Continuation:
SMILES	IL-1B inflam inh	SW480 rereplic	S2 tox	MCF10A rereplic	KB-3-1 tox	HT1080 IDH1KD tx	HepG2 viability	HT1080NT lethal	ATXN2 expr inh
CCCc1c(C(=O)NNc2ccccc2OC)cnn1-c1ccccc1	-52.2*	-8.4%	i	-5.1%	-2.7%	-9.1%	-42.5%	-10.5%	20.2%
CCOc1ccc(CO[C@@H]2O[C@H](CO)[C@@H](O)[C@H](O)[C@H]2NC(C)=O)cc1OC	-1.4	-3.6%	i	-7.3%	6.5%	24.0%	5.9%	15.8%	16.0%
COc1ccc(-n2cnc3cc(N)ccc32)cc1	-6.2	-22.5%	i	u	8.9%	22.8%	5.0%	-0.5%	57.5%[activator]
COc1cccc(NC(=O)CSc2nnc(CNC(=O)c3ccccc3F)o2)c1	16.2	-9.6%	i	-2.4%	10.9%	u	-17.6%	u	-12.6%
COc1ccc(OC)c(S(=O)(=O)Nc2ccc(-c3ccc4nnc(C)n4n3)cc2)c1	36.0	0.5%	i	14.0%	-23.8%	u	-19.3%	-23.9%	0.6%
O=C(N/N=C/c1ccc[nH]1)c1sc2ccccc2c1Cl	37.3	-2.6%	i	14.2%	-15.6%	u	-11.5%	u	-17.6%
Cc1cc(=O)[nH]c2c(C)c(N)ccc12	-0.8	-8.1%	u	-3.1%	1.2%	2.3%	-6.3%	-1.6%	0.3%
COc1cc(OC)c(C(=O)NNC(=O)c2ccccc2-n2cccc2)cc1OC	3.8	-19.4%	i	4.6%	-0.6%	-0.1%	-8.2%	-2.7%[9.24 µM]	1.0%
Nc1ccccc1-c1nc2ccncc2[nH]1	-6.0	x	i	x	3.6%	0.0%	-1.7%	2.3%	x
Cc1ccc(S(=O)(=O)N(C)c2ccccc2C(=O)N2CCCC2)cc1	15.7	-9.6%	i	-13.0%	-15.6%	12.5%	0.0%	16.4%	11.1%
Cc1ccc(C)c(NC(=O)c2ccc(S(=O)(=O)C(F)F)cc2)c1	-0.6	-2.4%	i	9.2%	4.4%	8.6%	1.5%	u	10.4%
Cc1ccccc1NC(=O)Cn1cnc2c(oc3ccccc32)c1=O	-1.8	1.7%	i	3.0%	8.3%	3.6%	-2.5%	1.0%	-2.7%
COc1ccc([C@@H](C)NC(=O)c2ccc3oc(C(C)C)nc3c2)cc1	9.0	-27.2%	i	6.4%	-2.4%	17.5%	-2.2%	5.2%	22.2%
COCCN1C(=O)C(C(=O)OC)CC2=C1CC(C)(C)CC2=O (configuration not stated)	12.4	-10.2%	i	-1.7%	0.4%	0.6%	4.8%	0.5%	4.8%
O=C(COC(=O)CC1CC2CCC1C2)NC(=O)NC1CCCC1 (configuration not stated)	14.0	-0.7%	i	-1.4%	9.8%	5.2%	-0.3%	4.9%	-3.4%
O=C(CN1C(=O)/C(=C/c2ccc(F)cc2)SC1=S)N1CCN(CCc2ccccn2)CC1	-6.5	u	i	u	-27.7%	-9.2%	-7.2%	-12.5%	27.2%
C[C@@H]1C=C(C(=O)NCc2nc3ccccc3[nH]2)O[C@H](OCc2ccc(CO)cc2)C1	0.3	4.9%	i	10.1%	0.5%	-5.2%	-1.9%	-22.4%	-0.8%
O=C(OCc1ccc(F)cc1Cl)c1ccccn1	12.6	-1.3%	u	-5.6%	4.4%	8.1%	-0.1%	7.6%	10.2%
CCOc1ccc(C(=O)CCC(=O)N(CC)CC(=O)NCc2cccs2)cc1	-13.2	2.0%	i	11.7%	4.8%	-13.6%	-34.6%	-4.0%	0.5%
O=C(CCNC(=O)c1ccccc1Cl)NCC(c1ccco1)N1CCCC1 (configuration not stated)	-1.1	0.4%	i	4.1%	2.6%	3.2%	0.8%	1.2%	4.9%
O=C(NCC1CCCO1)c1cccc(S(=O)(=O)N(Cc2ccccc2)c2ccccc2)c1 (configuration not stated)	3.2	-3.8%	i	19.8%	1.7%	-7.7%	3.3%	-3.4%	-9.2%
